# Bioassay records (PubChem)
# Pf apPOL block: Pf-apPOL DNA polymerase inhibition. AID 1794808. hit rate 0.25% among 210,000. Recombinant Pf-apPOL, molecular beacon fluorescence, 1.5 h. inhibition, % at 10 µM
# mHTT-CaM PPI inh: disrupts binding of mutant huntingtin to calmodulin; AlphaScreen His-mHTT/GST-CaM binding, luminescence; inhibition, % at 15 µM; hit rate 3.6% among 190,000;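 note: 0% = both proteins with DMSO and 100% = one protein alone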
# The depositor's hits bear a star; i = inactive; nt = not tested or not shown; & = joins results of further samples. Cut-off read from the data, not from the text of the source: active = inhibition above about 50%; inactive = the rest. Only part of the results is shown; count on the stated rates, not on these rows.
# Every second line gives: Pf apPOL block, mHTT-CaM PPI inh
CC(=O)N1CCc2cc(Br)cc(S(=O)(=O)Nc3cccc(Cl)c3)c21
→ 0, 1
CC(NC(=O)c1nc2ccccn2c1-c1ccc(F)cc1)c1ccccn1 (configuration not stated)
→ -6, -6
COCCNC(=O)C1CC(c2ccc(F)cc2)=NO1 (configuration not stated)
→ -4, -3
COc1ccc(OCCCOc2ccc(C=O)cc2)cc1
→ -6, -12
O=[N+]([O-])c1cccc(C=Nc2ccc(I)cc2)c1O
→ -4, 3
CCn1c(=O)c2ccnn2c2ccc(C(=O)NCc3ccccc3F)cc21
→ 1, -1
Cc1ccc(N2C(=O)CC(NCc3ccc4c(c3)OCO4)C2=O)cc1 (configuration not stated)
→ 3, -7
C1CCCC(NC2=NCCNC23CCOCC3)CC1
→ -4, -6
CC(C)N(Cc1ccccc1)C(=O)C1CCCN(c2ncnc3c2nc2n3CCCCC2)C1 (configuration not stated)
→ 1, 17
Cc1ccc(C2=N/C(=C/c3ccc4c(c3)OCO4)C(=O)O2)cc1C
→ 1, -4
CCOC(=O)N1CCN(c2ccc(C(=O)c3ccc(OC)c(Br)c3)cc2F)CC1
→ -3, -6
CC1=CC(=NC(=O)c2ccc([N+](=O)[O-])cc2[N+](=O)[O-])C(C)=CC1=O
→ -6, 8
O=C(CC1SC(=Nc2ccc(O)cc2)NC1=O)Nc1ccc(Cl)cc1 (configuration not stated)
→ -9, -6
CCn1cc(CC(=O)NC2CC2)c2cccnc21
→ -3, -5
Cc1cccc(NC(=O)N2CCOc3ccccc32)c1
→ -8, -8
Nc1c(C(=O)Nc2nccs2)sc2nc3c(cc12)CCC3
→ -9, 26
CCCCN(CC)C(=O)Cn1cnc2c1c(=O)n(C)c(=O)n2C
→ -4, 0
Cc1cc(NC(=O)C2CCN(C(=O)c3ccc(Cn4ccnc4)cc3)CC2)no1
→ 3, -10
CSc1ccc(C2CC(=O)Nc3n[nH]c(C)c32)cc1 (configuration not stated)
→ -6, -2
CC(C)NC(=O)c1cc2cn(C3CCCC3)cc2s1
→ -4, 17
COC(=O)c1cccc(NC(=O)C2CCc3nc(N4CCOCC4)ncc3C2)c1 (configuration not stated)
→ -5, 3
CCOC(=O)CN1CC23C=CC(O2)C(C(=O)NCc2ccc(C)cc2)C3C1=O (configuration not stated)
→ -6, 0
C=C(C)Cn1c(SC)nc2c1c(=O)n(C)c(=O)n2C
→ -17, -121
C=CCOc1ccc(C(=O)N2CCCCC2CCN2CCCCC2)cc1 (configuration not stated)
→ -14, 4
CC(Sc1nc2c(c(=O)n(C)c(=O)n2C)n1Cc1cc2c(cc1Cl)OCO2)C(=O)O (configuration not stated)
→ 2, -3
O=C(CCS(=O)(=O)c1ccc(Br)s1)Nc1cccc(Cl)c1
→ 1, -9
CCOc1ccc(NC(=O)/C(C#N)=C/c2cc(C)n(-c3cccnc3)c2C)cc1
→ -4, 20
Cc1ccccc1-n1nnnc1C(c1ccccc1)N(C)Cc1ccc(F)c(F)c1 (configuration not stated)
→ -4, -4
C=C1CCN([C@@H](CC(C)C)C(=O)NCc2ccc(Cl)cc2)S(=O)(=O)c2ccccc21
→ -2, 70*
O=C(Nc1ccc(Cl)cc1)N1CCC(N2CCN(Cc3ccccc3)C2=O)CC1
→ -1, 2
CCN1CCN(C2CCN(C(=O)c3ccc(N(C)C)cc3)CC2)C1=O
→ 0, 1
COc1cc2c(C(=O)NCc3cccnc3)cn(C)c(=O)c2cc1OC
→ -1, 1
CC(=O)Nc1ccc(-c2noc(C3CCN(C(=O)c4ccc(C)c(F)c4)CC3)n2)cc1
→ 2, 31
COc1ccc(Cl)cc1C(=O)Nc1ncc(S(=O)(=O)c2ccc([N+](=O)[O-])cc2)s1
→ 0, -4
Cc1cc(C)nc(SCc2cn3cccnc3n2)n1
→ -6, -3
Cn1nc(COc2ccc(F)cc2)c2c1CCN(C(=O)Nc1ccccc1C(F)(F)F)C2
→ 0, 25
COc1ccc2c(c1)OC(=Cc1ccccc1Cl)C2=O
→ -4, -4
Cc1ccc(S(=O)(=O)NC(=O)Nc2cccc(S(N)(=O)=O)c2)cc1
→ 2&-1, nt
O=C(Cn1cc2c(n1)CCCCC2)Nc1ccc(Cl)cc1
→ -2, -8
Cc1cc(C)c(S(=O)(=O)NC(C)C)c(C)c1
→ nt, -8
COc1cc2c(cc1OC)C(C(=O)N1CCC3(CC1)OCCO3)C1c3ccccc3CCN1C2=O (configuration not stated)
→ 1, 8
Cc1cccn2c(=O)cc(OCC(=O)c3ccc4c(c3)NC(=O)CO4)nc12
→ -6, -9
CCNC(=O)C(C1CCCC1)N1CCN(C(=O)c2ccc(Cl)cc2)CC1 (configuration not stated)
→ -2, -1
Cc1nnc2cc(N3CCN(Cc4ccc(C(C)C)cc4)CC3)cnn12
→ 18, 64*
COc1ccc(CCNC(=O)c2ccc(N(Cc3ccccc3)S(C)(=O)=O)cc2)cc1OC
→ 9, 30

# 7 of these compounds, reformatted.
smiles | Pf apPOL block | mHTT-CaM PPI inh
COc1ccc(Cl)cc1C(=O)Nc1ncc(S(=O)(=O)c2ccc([N+](=O)[O-])cc2)s1 | 0 | -4
Cc1cc(C)nc(SCc2cn3cccnc3n2)n1 | -6 | -3
Cn1nc(COc2ccc(F)cc2)c2c1CCN(C(=O)Nc1ccccc1C(F)(F)F)C2 | 0 | 25
COc1ccc2c(c1)OC(=Cc1ccccc1Cl)C2=O | -4 | -4
Cc1ccc(S(=O)(=O)NC(=O)Nc2cccc(S(N)(=O)=O)c2)cc1 | 2&-1 | nt
O=C(Cn1cc2c(n1)CCCCC2)Nc1ccc(Cl)cc1 | -2 | -8
Cc1cc(C)c(S(=O)(=O)NC(C)C)c(C)c1 | nt | -8

# Other compounds.
# Every second line gives: Pf apPOL block, mHTT-CaM PPI inh
Cc1ccc(OCC(=O)O/N=C(\N)c2ccccn2)c(Br)c1
→ -3, i
O=C(COc1ccccc1)Nc1ccc(Nc2ccccc2)cc1
→ 3, 24
Cc1c(C(=O)N(C)C)sc2c1c(=O)n(-c1ccc(Cl)cc1)c(=O)n2CC1OCCO1
→ 0, 11
CC(=O)c1cccc(NC(=O)c2ccccc2F)c1
→ -7, -5
O=C1CCSCC(C(=O)NC23CC4CC(CC(C4)C2)C3)N1 (configuration not stated)
→ -1, 2
CCOc1ccc(C(=O)Nc2ccc(C)cc2Br)cc1
→ -4, -9
Cc1nc(Cn2cccc2C(=O)Nc2ccc(F)cc2F)no1
→ -1, -14
Cc1nc(C)c(Cc2ccccc2)c(N2CCN(C(=O)C(C)C)CC2)n1
→ 2, 1
O=[N+]([O-])c1cc(C(F)(F)F)c(Cl)cc1Cl
→ nt, -3
CC(=NO)c1ccc2c(c1)C(C)(C)CCC2(C)C
→ -2, nt
CCCC(=O)Nc1c2c(nn1-c1ccc(C)cc1)CS(=O)C2 (configuration not stated)
→ -2, -6
Cc1ccc(CN2CCCn3nc(C(=O)NCc4cccc(C)c4)cc3C2=O)cc1
→ -1, -1
CN(Cc1ccccc1)C(=O)c1ccc(Cl)cc1Cl
→ -5, -14
Cc1cccc(C2CC(c3ccc(Br)cc3)Nc3nnnn32)c1 (configuration not stated)
→ -9, 20
Cc1ccc(-c2nnc(N3CCOCC3)c3ccccc23)cc1S(=O)(=O)N1CCN(C)CC1
→ 3, 15
CCCOc1nc2cc(C)c(C)cc2[nH]c1=O
→ 9, -26
CCOc1ccc(C2C=C(c3cccs3)Nc3nnnn32)cc1OC (configuration not stated)
→ -6, 1
CC1(C)C(C#N)=C(SCC(N)=O)NC(=O)C1C#N (configuration not stated)
→ -9, 3
O=C(NCc1ccc2c(c1)OCO2)C(=O)NC1CC1
→ -2&-2, -3&-6
CCOc1ccc(S(=O)(=O)NCc2ccc(F)cc2)c2cccnc12
→ -7, 1
Cc1cc(C)c(N2C(=O)CCC2=O)c(C)c1N1C(=O)CCC1=O
→ 0, 1
CCOc1ccccc1NC(=O)c1nn(-c2cccc(OC)c2)c(=O)c2ccccc12
→ 4, 4
Cc1ccc([N+](=O)[O-])cc1N1C(=O)CC(Sc2ccccc2C(=O)O)C1=O (configuration not stated)
→ -4, 9
O=C(NCc1ccc(Cl)cc1)c1ccc(SCCN2CCOCC2)nc1
→ -1, 5
CCOCCCNC(=O)c1cnn2c(C)c(Cc3ccccc3Cl)c(C)nc12
→ -13, 13
Cc1cccc(Cn2cnc3sc(C)c(C)c3c2=O)c1
→ -8, -14
COc1ccc(CC(=O)Nc2ccc(-c3nc4cccnc4s3)cc2C)cc1OC
→ -6, 12
CCN1C(=O)NC2C1N(S(C)(=O)=O)CCN2S(C)(=O)=O (configuration not stated)
→ 5, -2
Cc1nc2ccccc2c(C(=O)O)c1O
→ -4, -2
C[C@@H](c1ccccc1)N1C[C@@H](COCc2ccccc2)Oc2cc(N3CC[C@@H](O)C3)ccc2S1(=O)=O
→ -4, 56*
O=C(Nc1ccccc1)OC1CCCC(NC(=O)C2CCCC2)C1 (configuration not stated)
→ 1, 0
COC(=O)CCCCCN1C(=O)C(=Cc2ccc(OC)c(OC)c2)SC1=S
→ -5, 14
O=C(c1cnccn1)N1CCC(Nc2ncnc3c2CCC3)C1 (configuration not stated)
→ -4, -4
Cc1ccc(N2CCN(C(=O)c3cccc(F)c3)CC2)cc1C
→ -4, 11
COc1ccccc1N1CCN(C(=O)Nc2cccc(F)c2)CC1
→ -7, 1
O=C(Nc1ccc(-c2noc(-c3ccccc3[N+](=O)[O-])n2)cc1)c1cccc(Br)c1
→ -8, 17
COc1ccc(/C=C2/NC(=O)N(Cc3ccccc3F)C2=O)c(OC)c1OC
→ -5, -4
COC(=O)[C@H](C(C)C)N(CCCc1cn(Cc2ccccc2)nn1)S(=O)(=O)c1ccccc1Br
→ -2, 3
CC1C(=O)N(c2ccc(F)cc2)CCN1C(=O)c1cccc(F)c1 (configuration not stated)
→ 0, -4
COc1ccc(CC(=O)N2CC3CC2CC3NS(=O)(=O)c2cccs2)cc1Cl (configuration not stated)
→ -4, 7
C[C@H](NC(=O)OC(C)(C)C)[C@@H](O)c1ccco1
→ -4, -10
CCNC(=O)Nc1ccc(-c2noc(C)n2)cc1
→ 4, -10
CN1CCCn2nc(C3CCN(C(=O)NCc4ccco4)CC3)cc2C1=O
→ -3, 8
Cc1cccc(CCNC(=O)C2CCCN(C(=O)c3ccccc3Cl)C2)c1 (configuration not stated)
→ -6, 32
O=S(=O)(c1cccc(F)c1)N1CCc2nc(-c3ccc(Cl)cc3)ncc2C1
→ -1, -8
O=C(c1cccs1)N1CCN(C(=O)C2CC2c2ccccc2)CC1 (configuration not stated)
→ -6, -12
Cc1c(-c2ccccc2)c(=O)oc2c(CN(C)C)c(O)ccc12
→ -12, 2
Cc1cc(OC(C)C)nc(-c2ccccc2O)n1
→ -26, -36
CN(C(=O)c1cccc2[nH]cc(CN3CCSCC3)c12)c1ccccc1
→ -2, 19
CCC(C)(C)NC(=O)CC1Sc2ncccc2N(CC(C)C)C1=O (configuration not stated)
→ -1, 4
COc1ccc(-n2nc(C(=O)NCC(=O)N3CCCCC3)c3ccccc3c2=O)cc1Cl
→ -2, 39
COc1ccccc1NS(=O)(=O)c1ccc(F)cc1
→ -5, -4
Cc1ccc(NC(=O)C(C)Sc2nc(=O)cc(N)n2-c2ccccc2)cc1 (configuration not stated)
→ 2, 4
Clc1ccc(Nc2nc3nonc3nc2Nc2ccc(Cl)cc2)cc1
→ nt, 46
CNC(=O)C12CC3(C)CC(C)(CC(C)(C3)C1)C2
→ 4, -4
COc1ccccc1-c1nc(C2CCN(C(=O)c3n[nH]c4c3CCCC4)CC2)no1
→ -6, 8
O=C(CC(=O)c1ccccc1)Nc1nc(-c2ccccc2)cs1
→ -7, 34
CCc1ccc(C2CC(c3ccc(Cl)cc3)n3nnnc3N2)cc1 (configuration not stated)
→ -3, 30
COc1ccc(C(=O)Nc2ccc([N+](=O)[O-])cc2Cl)cc1OC
→ -2, -2
O=C(Nc1nc2n(n1)C(c1ccccc1)C=C(c1ccccc1)N2)c1ccco1 (configuration not stated)
→ -7&-6, 67*

# Further results:
# Every second line gives: Pf apPOL block, mHTT-CaM PPI inh
O=C(C1COc2ccccc2O1)N1CCc2c(nc3cc[nH]n3c2=O)C1 (configuration not stated)
→ -7, -3
Cc1ccc(Cl)cc1N1CCN(C(=O)c2cccn3c(=O)c4ccc(Cl)cc4nc23)CC1
→ -7, 6
Cc1ccc(C(=O)Nc2cccnc2)cc1Cl
→ -6, -4
Cc1cc(C(F)(F)F)nn1Cc1ccc(C(=O)Nc2ncc(Br)s2)o1
→ -1, 3
C=CCSc1nc(C)c2cc(OCC)ccc2n1
→ -5, -17
Cc1ccc(NC(=O)c2cc3n(n2)CCCC3)cc1
→ 0, -7
O=C(N/C(C(=O)N1CCOCC1)=C1\c2ccccc2-c2ccc([N+](=O)[O-])cc21)c1ccccc1
→ 2, 32
CNC(=O)C(=O)Nc1ccc(F)cc1
→ 0, -7
O=C(Nc1ccc(Br)cc1F)C1CCCN(c2cc(-n3cccn3)ncn2)C1 (configuration not stated)
→ -2, -15
Cn1nc(C(F)(F)F)c(-c2ccccc2)c1N1C(=O)CSCC1=O
→ -6, nt
COc1ccc(Cl)cc1N(CC(=O)NCc1cccnc1)S(=O)(=O)c1ccccc1
→ 1, 2
CCc1ccc(NC(=O)C(=O)NCC(O)c2ccccc2)cc1 (configuration not stated)
→ -1, 5
COc1ccc(C2NC(=O)c3c(sc4c3CCCC4)N2)cc1OC (configuration not stated)
→ 0, 23
O=C(Cc1ccccc1F)N1CCCC(COc2ccc(C(=O)N3CCCCC3)cc2)C1 (configuration not stated)
→ -1, 5
CCC(C)NC(=O)c1cn(CC(C)C)c(=O)c2c1c1ccccc1n2C (configuration not stated)
→ 2, -2
Cc1ccc(NS(=O)(=O)c2ccccc2C)cc1
→ -5, -17

# Compound profiles, as listed above:
# Entry for Cc1cc(C)c(N2C(=O)CCC2=O)c(C)c1N1C(=O)CCC1=O → Pf apPOL block: 0; mHTT-CaM PPI inh: 1
# Entry for CCOc1ccc(S(=O)(=O)NCc2ccc(F)cc2)c2cccnc12 → Pf apPOL block: -7; mHTT-CaM PPI inh: 1
